Source: PubChem BioAssay (NCI)
All columns: NCI-60 one-dose screen, growth in % after 48 h at 10 µM unless noted; 100 = growth as untreated, 0 = no growth, -100 = all killed.
A498: A498 renal cancer cells. AID 1794774. hit rate 5.4% among 76,000
NCI-H522: NCI-H522 lung cancer; AID 1794739; hit rate 8% among 78,000
NCI-H322M: NCI-H322M lung cancer. hit rate 2.7% among 80,000. AID 1794733
COLO 205: COLO 205 colon cancer. hit rate 7.3% among 79,000
NCI-H23: NCI-H23 lung cancer; hit rate 4% among 80,000; AID 1794731
NCI-H460: NCI-H460 lung cancer | AID 1794736 | hit rate 6.8% among 82,000
NCI-H226: NCI-H226 lung cancer; hit rate 3.5% among 79,000
HT29: HT29 colon cancer. AID 1794748. hit rate 7.4% among 81,000
RXF 393: RXF 393 renal cancer cells; hit rate 6.9% among 77,000
* = called active by the depositor; x = not tested or not shown; & = joins results of further samples; ! = not active in a repeat. The calls were made as follows: active = growth percent below 10; inactive = the rest. Compounds were not picked by outcome; any-hit rate near 12%.

No.	compound	A498	NCI-H522	NCI-H322M	COLO 205	NCI-H23	NCI-H460	NCI-H226	HT29	RXF 393
1	CCOC(=O)NC(=O)NC(=O)OCC	96	90	101	111	90	107	105	93	109
2	CCCCCCCCN(CCCCCCCC)CC(O)c1cc(-c2ccccc2)nc2ccc(OC)cc12 (stereo unspecified)	83	77	106	86	67	99	88	80	90
3	CSc1nc(Cl)c(Br)c(Cl)n1	101	52	98	109	106	100	98	96	100
4	COc1cc(C=C2C(=O)NC(=S)NC2=O)cc(CN2CCCC2)c1O	101	96	105	120	103	109	103	109	103
5	COc1cc(/C=C/c2nnc(-c3cc(-c4ccccc4)n[nH]3)o2)cc(OC)c1OC	105	85	106	x	93	107	100	97	111
6	O=S(=O)(Nc1ccc(C2CC2)cc1)c1ccc(-c2cnc(C3CC3)o2)cc1	60	60	92	89	74	73	75	38	75
7	Cc1ccc(C(=O)CCCC(=O)c2ccc(C)cc2C)c(C)c1	100	93	105	113	102	105	100	97	112
8	COc1ccc(C(=O)c2cc(C(C)=O)c3c(C)cc(C)cn23)cc1	86	2.3*	77	93	48	45	44	72	8.1*
9	CSc1nccc(-c2c(-c3ccc(F)c(OCc4ccccc4)c3)nc3sccn23)n1	69	84	94	90	77	99	91	85	87
10	COc1cc(C2CC(=O)Nc3c2ncn3-c2ccc(Cl)cc2)cc(OC)c1OC (stereo unspecified)	x	64	92	95	96	103	97	76	x
11	COc1cc(-c2ccc(C)n2-c2ccc(-c3nc4ccc(F)cc4s3)cc2)cc(OC)c1OC	69	95	93	87	79	96	43	75	84
12	O=Cc1cn(S(=O)(=O)c2ccc(Cl)c(Cl)c2)c2ccccc12	105	95	86	110	86	102	86	115	92
13	O=C(Nc1ccc(C(F)(F)F)cc1)Nc1ncccc1OCc1ccc(F)cc1	84	66	95	86	78	93	84	71	102
14	O=C1C(Br)=CC(Br)(Br)C=C1Br	91	97	128	106	103	96	108	98	149
15	O=C(CSc1nc2ccccc2c(=O)n1CCc1ccccn1)NNC(=O)c1ccc(Cl)cc1	102	91	104	103	101	112	97	110	101
16	O=C1C(Cl)=C(Nc2cccc(C(F)(F)F)c2)C(=O)N1c1ccc(F)cc1	78	87	93	99	103	82	91	107	74
17	Cc1ccc2ncn(C(=O)/C=C/c3ccccc3)c2c1	95	80	98	89	98	100	91	81	67
18	Cc1ccc(-c2cc3nc(C(Cl)Cl)nc(C(C)(C)C)n3n2)cc1	72	83	44	70	91	50	96	61	101
19	COc1ccc(-c2cnc3sc4ccc(Cl)cc4n23)cc1	94	86	90	105	93	95	84	100	105
20	O=c1n(CC2CO2)c(=O)n(CC2CO2)c(=O)n1CC1CO1 (stereo unspecified)	88	45	70	75	69	19	80	70	64
21	NC(=S)N1N=C(c2ccccc2)CC1=O	107	94	119	x	101	112	99	103	121
22	Cc1cccc(CN2CCN(C(c3ccccc3)c3ccc(Cl)cc3)CC2)c1 (stereo unspecified)	110	62	85	76	84	42	77	68	94
23	O=C(c1ccccc1O)N1CCOCC1	90	99	131	124	110	111	100	100	111
24	CC(=O)c1ccc(-n2c(-c3cc(-c4ccsc4)n[nH]3)n[nH]c2=S)cc1	111	83	101	117	102	105	100	94	106
25	Cc1cc2c(-c3ccc(NC(=O)[C@H](N)CC(C)(C)C)cc3C)ccnc2[nH]1	77	109	99	101	85	76	94	37	x
26	COc1cc(OC)cc(-c2n/c(=C\c3c(O)[nH]c4ccccc34)cc3c2=Nc2ccccc2-3)c1	71	105	99	90	98	97	89	73	84
27	S=C(CSc1ccccc1)Nc1cccc2ccccc12	89	91	83	116	97	110	102	102	107
28	Cc1ccc(S(=O)(=O)N/N=C2\C(=N\NS(=O)(=O)c3ccc(C)cc3)C3c4ccccc4C2c2ccccc23)cc1	100	109	103	104	116	104	96	120	107
29	OC(COc1cccc2ccccc12)CN1CCN(c2ccccc2)CC1 (stereo unspecified)	95	101	100	x	87	106	99	94	9.8*
30	CCCCCCCCCCCCCCCCCCNC(=S)N/N=C/c1ccc(O)c(OCC)c1	116	x	104	120	111	108	98	99	103
31	COc1ccc(CNC(=O)C2CSC3c4ccccc4C(=O)N23)cc1 (stereo unspecified)	106	87	88	x	108	x	102	104	118
32	CSCCC(C(=O)O)N(CCC#N)CCC#N (stereo unspecified)	65	93	85	x	94	99	83	98	100
33	O=C(Nc1ccc(-n2ccc3c(NC(=O)c4ccccc4)nccc32)cc1)c1ccc(Cl)c(C(F)(F)F)c1	64	-0.6*	66	37	64	-67*	70	-3.9*	18
34	CCOC(=O)[C@@H]1CS[C@H]([C@@H](C)[C@H]2CC[C@H]3[C@@H]4CCC5=CC(=O)CC[C@]5(C)[C@H]4CC[C@]23C)N1	87	88	108	108	90	99	75	88	110
35	CC1=NC(=O)C(C)(c2ccccc2)N1CCc1ccccc1 (stereo unspecified)	90	88	89	106	98	95	92	92	91
36	O=CCN1C(=O)c2ccccc2C1=O	112	101	103	120	96	103	93	97	71
37	COc1cc(/C=N/NC(=S)NNC(=S)NCc2ccccc2)cc(OC)c1OC	92	87	97	96	96	101	96	109	106
38	N#Cc1c(N)cc(=O)n(-c2nc3ccccc3[nH]c2=O)c1O	x	98	107	114	100	106	94	109	105
39	OCNc1nc(NCO)nc(-c2ccccn2)n1	103	92	110	109	94	101	91	101	100
40	O=C(O)CCc1nnc2c(Cc3ccccc3)nc3ccccc3n12	91	96	100	105	94	98	88	104	96
41	CC(C)c1ccc(C(C)C(=O)N(CCc2ccccc2)CC2=C(C(C)c3ccccn3)c3ccccc3C2)cc1 (stereo unspecified)	93	104	106	114	100	111	108	112	108
42	COC(=O)c1nnn(-c2ccc(S(N)(=O)=O)cc2)c1C(=O)c1ccc(Cl)c(Cl)c1	125	106	100	117	98	105	95	114	110
43	O=C(N/N=C/c1cc(Cl)ccc1O)C(=O)N/N=C/c1cc(Cl)ccc1O	81	63	62	75	80	35	75	45	80
44	Cc1ccc(/C=C/c2n(Cc3ccc4ccccc4c3)c3ccccc3[n+]2Cc2ccc3ccccc3c2)cc1	-82*	-83*	-98*	-65*	-92*	-77*	-27*	-50*	x
45	Oc1ccc2ccccc2c1CN1CCCCC1	117	94	109	114	109	104	124	114	114
46	COC(=O)C1(CC(=O)C2CC2)NC(=S)NC(=O)C1C#N (stereo unspecified)	122	105	106	121	106	125	105	109	135
47	CCN(CC)C(=O)c1ccccc1Cl	98	90	99	100	106	106	101	96	101
48	COc1ccc(C(=O)O)c(I)c1OC	100	99	115	113	103	108	106	106	111
49	COc1cc(/C=C/c2c(C(C)=O)c(C)nc3ccccc23)cc(OC)c1OC	-24*	25	51	19	53	15	52	18	11
50	COc1cccc(-c2cc(=O)c3cc(Cl)cc(NCc4ccccc4)c3o2)c1N	65	51	74	x	76	77	x	56	71
51	CC(=O)C1=C(C)NC(SCC(=O)Nc2ccc(S(=O)(=O)Nc3cc(C)on3)cc2)=NC1c1ccc(Cl)cc1 (stereo unspecified)	109	98	108	122	102	103	110	113	x
52	COc1ccc(NC(=O)CSc2nc(C)c(C(C)=O)n2-c2ccc([N+](=O)[O-])cc2)cc1	58	89	93	102	88	103	89	91	85
53	Cc1ccc(C(=O)N2C/C(=C/c3ccc(F)cc3)C(=O)/C(=C/c3ccc(F)cc3)C2)cc1	94	68	91	111	98	101	87	74	90
54	COc1ccc2c(c1)CN1C(=S)N([C@H](C)c3ccccc3)C(=O)C1=N2	124	81	94	108	85	67	70	98	24
55	CCOC(=O)c1c(C)nc2c(c1N)/C(=C/c1ccc[nH]1)C(=O)N2Cc1ccccc1	96	69	98	97	92	96	99	85	97
56	COc1ccccc1C(C)(C)C	94	120	x	94	x	108	99	114	103
57	CC1(C)C(=O)/C(=C\c2ccco2)C[C@]2(C)[C@H]3C(=O)C=C4[C@@H]5C[C@](C)(C(=O)N6CCNCC6)CC[C@]5(C)CC[C@@]4(C)[C@]3(C)CC[C@@H]12	145	100	102	111	108	111	101	118	107
58	COc1ccc(Nc2nc(/N=C/C3=CN=CC3)n[nH]2)cc1	118	97	97	115	100	106	102	109	103
59	CC(C)C[C@@H]1c2c(O)c(C=O)c(O)c(C=O)c2O[C@@H](c2c(O)c(C=O)c(O)c(C=O)c2O)[C@H]1C(C)C	94	99	120	122	111	110	102	111	107
60	Cc1coc(NS(=O)(=O)c2ccc(N=Nc3cc(N=Nc4ccccc4)c(N)nc3N)cc2)c1C	71	98	110	101	109	103	98	111	103

Additional records:
No.	compound	A498	NCI-H522	NCI-H322M	COLO 205	NCI-H23	NCI-H460	NCI-H226	HT29	RXF 393
61	CCc1ccnc(NCc2cn(-c3ccc(C(=O)O)cc3)nc2-c2ccc(C(=O)O)cc2)c1	91	98	96	114	96	105	102	108	104
62	CN(C)c1nc(NCCNS(=O)(=O)c2ccc(C(=O)/C=C/c3ccc(F)cc3)cc2)nc(Nc2ccc(F)cc2)n1	9.9*	-96*	-23*	-86*	-84*	-75*	-74*	-100*	-97*
63	COc1ccc(-n2cc(CSc3nnc(Cn4c(C(F)(F)F)nc5ccccc54)o3)nn2)cc1	54	84	87	106	94	97	91	99	103
64	CCC1(C(C)C)NC(=O)NC1=O (stereo unspecified)	x	101	110	115	99	110	96	106	x
65	CN1C/C(=C\c2cc3ccccc3[nH]c2=O)C(=O)/C(=C/c2cc3ccccc3[nH]c2=O)C1	108	37	97	99	101	99	99	100	87
66	Cc1nn(-c2ccc(Cl)cc2)c(N)c1C1(O)C(=O)Nc2ccc(F)cc21 (stereo unspecified)	104	87	182	90	104	106	111	70	91
67	CC(C)c1ccc2c(c1)CCC1C(C)(N=C=O)CCCC21C (stereo unspecified)	112	99	119	110	89	106	104	78	87
68	CC(C)Oc1ccc2cc(-c3nn(CC4CCNCC4)c4ncnc(N)c34)ccc2c1	17&75	-28*!	54&90	-48*!	43&67	16&102	64&98	-13*!	-73*!
69	CC(C)CN(C)/N=N/c1nc[nH]c1C(N)=O	95	89	94	107	100	99	95	106	110
70	Cn1c(=O)c2[nH]c(COc3ccccc3)nc2n(C)c1=O	86	x	117	105	103	107	106	102	125
71	O=C(CN1CCn2c(nnc2C(F)(F)F)C1)Nc1nc2ccccc2s1	x	x	102	111	97	99	88	100	89
72	O=C(O)CCC(=O)/C=C/c1ccccc1O	114	98	116	96	101	105	97	x	114
73	Clc1ccc(SC/C=C/CSc2ccc(Cl)cc2)cc1	83	86	97	103	96	98	89	84	90

Reformatted in transposed form: entries from further up.
#61 CCc1ccnc(NCc2cn(-c3ccc(C(=O)O)cc3)nc2-c2ccc(C(=O)O)cc2)c1
#62 CN(C)c1nc(NCCNS(=O)(=O)c2ccc(C(=O)/C=C/c3ccc(F)cc3)cc2)nc(Nc2ccc(F)cc2)n1
#63 COc1ccc(-n2cc(CSc3nnc(Cn4c(C(F)(F)F)nc5ccccc54)o3)nn2)cc1
#64 CCC1(C(C)C)NC(=O)NC1=O (stereo unspecified)
#65 CN1C/C(=C\c2cc3ccccc3[nH]c2=O)C(=O)/C(=C/c2cc3ccccc3[nH]c2=O)C1
compound no.	61	62	63	64	65
A498	91	9.9*	54	x	108
NCI-H522	98	-96*	84	101	37
NCI-H322M	96	-23*	87	110	97
COLO 205	114	-86*	106	115	99
NCI-H23	96	-84*	94	99	101
NCI-H460	105	-75*	97	110	99
NCI-H226	102	-74*	91	96	99
HT29	108	-100*	99	106	100
RXF 393	104	-97*	103	x	87
